RORgamma inh = ROR gamma (mouse) transcription inhibition. P51450. Drosophila S2 Gal4-RORgamma UAS-luciferase reporter, 20 h. Potency, µM (titrated, usually from 53.6 µM), for the others: top-dose activity change, negative = inhibition, most hits filed as inhibitors. 5.4% of 310,000 active. AID 2551; note: potency is the fitted concentration of half-maximal effect; % is set by controls: 0 for no effect and ±100 for the full control effect; nearly all actives have a fitted effect of over 60% in size
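Compounds are pin-transferred onto Drosophila Schneider cells expressing a copper-inducible Gal4–ROR gamma transactivation domain fusion. After 1 hr, copper sulfate is added to 700 uM final; luciferase is read 20 hr later.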
p53 reactivation = mutant p53 re-activation in reporter cells | H1299 p53-A138V BP100-luciferase reporter, luminescence, 24 h | Potency, µM (titrated, usually from 92.2 µM), for inactives: at the highest dose activity change, positive = activation, hits mostly activators | 0.063% of 320,000 active; note: potency is the fitted concentration of half-maximal effect; % of control where 0% means no effect; nearly all actives have a fitted effect of over 45% in size
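H1299 (p53-null), stable ts p53-A138V + BP100-Luc; 1000 cells/well, Opti-MEM/10% FBS; cpd 4 pt, 1:5; 24 h, 37 deg C, 5% CO2; detection reagent 10 min RT; luminescence.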
ELG1 repair inh = ELG1-dependent DNA repair inhibition. HEK293T ELG1-luciferase reporter, luminescence, 16 h; DNA damage induced by 5-fluorouridine. Potency, µM (doses to about 46.1 µM), for the others: at the top dose activity change, negative = inhibition, hits mostly inhibitors. 2.3% of 330,000 active; note: potency is the fitted concentration of half-maximal effect; % is set by controls: 0 for no effect and ±100 for the full control effect; nearly all actives have a fitted effect of over 55% in size
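DMSO vehicle served as the neutral condition. Each well held 2,000 cells given 5-fluorouridine plus compound; after 16 hr at 37 °C/5% CO2, ONE-Glo was added and luciferase measured 30 min later.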
TRPV1 ag = activates the human vanilloid receptor TRPV1; Q8NER1; TRPV1-expressing cells, Fluo-8 calcium influx, agonist mode; activation, % at 8.33 µM; 0.19% of 320,000 active; AID 540275; in the data active = activation above about 80%; inconclusive = between about 30% and that limit; note: 0% is about no effect
Target sequence (Q8NER1 whole entry, looked up): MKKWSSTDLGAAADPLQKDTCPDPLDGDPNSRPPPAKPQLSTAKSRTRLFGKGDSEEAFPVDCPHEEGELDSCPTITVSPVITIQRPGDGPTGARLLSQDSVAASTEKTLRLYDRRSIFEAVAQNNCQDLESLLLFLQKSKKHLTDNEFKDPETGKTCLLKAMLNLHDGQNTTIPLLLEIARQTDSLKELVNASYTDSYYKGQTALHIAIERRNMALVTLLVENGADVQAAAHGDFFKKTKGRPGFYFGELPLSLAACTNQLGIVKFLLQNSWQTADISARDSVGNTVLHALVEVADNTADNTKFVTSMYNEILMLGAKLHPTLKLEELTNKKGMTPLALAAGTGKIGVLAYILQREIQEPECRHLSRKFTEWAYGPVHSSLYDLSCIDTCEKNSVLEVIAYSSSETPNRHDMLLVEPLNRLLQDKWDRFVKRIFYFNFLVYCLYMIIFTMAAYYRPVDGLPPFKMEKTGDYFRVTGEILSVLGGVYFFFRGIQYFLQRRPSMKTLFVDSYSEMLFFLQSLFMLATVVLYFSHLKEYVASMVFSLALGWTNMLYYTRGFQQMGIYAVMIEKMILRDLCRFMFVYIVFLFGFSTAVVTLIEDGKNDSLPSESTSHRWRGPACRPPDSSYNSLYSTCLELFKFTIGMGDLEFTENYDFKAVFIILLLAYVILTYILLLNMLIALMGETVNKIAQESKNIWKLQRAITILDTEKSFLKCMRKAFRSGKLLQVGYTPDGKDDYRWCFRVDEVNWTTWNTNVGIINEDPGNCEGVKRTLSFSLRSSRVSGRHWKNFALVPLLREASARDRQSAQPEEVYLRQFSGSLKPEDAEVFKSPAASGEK
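Fluo-8 calcium influx in TRPV1-expressing cells, kinetic read (ex 480/em 520 nm). Compound added and read 3 min for agonist activity, followed by capsaicin at EC20 final and 2 min further read for enhancement.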
FLuc counter = inhibits or activates purified firefly luciferase, miR-21 counter-screen | P08659 | purified FLuc, Km substrates, luminescence inhibition | Potency, µM (titrated, usually from 57.5 µM), inactives show at the top dose activity change, negative = inhibition, usual class: inhibitors | 6.9% of 360,000 active;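 note: potency is the fitted concentration of half-maximal effect; plate controls were vehicle for no effect and reference inhibitor for full effect; nearly all actives have a fitted effect of over 55% in size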
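Purified P. pyralis luciferase (10nM final) with 10uM D-luciferin and 10uM ATP (Km levels) in 50mM Tris acetate pH 7.5, 10mM Mg acetate, 0.01% Tween-20, 0.05% BSA; qHTS 6-point titration, ~60 µM downward; luminescence read.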
Rab9 promoter act = Rab9 promoter activation; Huh7 Rab9 promoter-luciferase reporter, luminescence, 24 h; Potency, µM (series often up to 9.22 µM), for inactives: at the top dose activation, negative = inhibition, most hits filed as activators; 2.8% of 320,000 active; AID 485297; note: potency is the fitted concentration of half-maximal effect; % of control where 0% means no effect; nearly all actives have a fitted effect of over 60% in size
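Huh7 cells stably carrying a Rab9 promoter-luciferase reporter, 1500 cells per well in OP-MEM I with 10% FBS, treated with compound 24 hours at 37C. Luciferase activity read by luminescence after 10 minutes with Amplite reagent.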
NPC1 promoter act = activates the NPC1 promoter. 2.4% of 320,000 active. Huh7 NPC1 promoter luciferase reporter, 24 h. Potency, µM (doses to about 9.22 µM), without a hit: at the highest dose activation, usual class: activators. AID 485313;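 note: potency is the fitted concentration of half-maximal effect; % of control where 0% means no effect; nearly all actives have a fitted effect of over 60% in size; reporter is driven by a mutant NPC1 promoter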
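Cells: Huh7 expressing luciferase under the NPC1 promoter, 1500/well. Seeded 2 h, compound added, incubated 24 h at 37 °C. Luciferase reagent, 10 min ambient, then luminescence.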
Gal4-VP16 FLuc = Gal4-VP16 reporter inhibition counter-screen; Drosophila S2 Gal4-VP16 UAS-luciferase, luminescence, 20 h; Potency, µM (series often up to 53.6 µM), for the others: at the highest dose activity, negative = inhibition, most hits filed as inhibitors; 3.5% of 310,000 active; AID 2546;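 note: Gal4-VP16 expression switched on by copper sulfate through the metallothionein promoter; potency is the fitted concentration of half-maximal effect; % is set by controls: 0 for no effect and ±100 for the full control effect; nearly all actives have a fitted effect of over 50% in size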
ELG1 genotox = genotoxicity induction in ELG1-luciferase HEK293T cells | HEK293T ELG1-luciferase reporter, luminescence, 16 h | Potency, µM (highest dose often 46 µM), without a hit: at the top dose activity change, positive = activation, actives largely listed as activators | 1.3% of 330,000 active; note: potency is the fitted concentration of half-maximal effect; % of control where 0% means no effect; nearly all actives have a fitted effect of over 60% in size
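Screening used a luciferase reporter fused to human ELG1 in HEK293T cells. Luminescence was read on a CCD plate imager after 16 hr exposure and 30 min ONE-Glo incubation.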
BRCA1 expr act = increases BRCA1 expression; MCF7-BRCA1-FFLuc reporter, luminescence, 48 h; response scale: scaled: vehicle 0%, 10 µM genistein 100%; Potency, µM (series often up to 46.1 µM), for inactives: at the highest dose activation, hits mostly activators; 1.1% of 380,000 active; AID 624202; note: potency is the fitted concentration of half-maximal effect; nearly all actives have a fitted effect of over 80% in size; some results filed as inactive show a strong effect at the top dose
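Using MCF7 cells harboring a BRCA1 firefly luciferase reporter, plated 2 h before compound pinning, the screen measured luminescence after 48 h incubation. Responses were normalized to DMSO and 10 microM genistein, then fitted for concentration-effect.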
Tb PFK block = inhibitors of T. brucei phosphofructokinase | T. brucei PFK, ADP-Glo luminescence | Potency, µM (highest dose often 57.5 µM), for the others: at the highest dose activity, negative = inhibition, most hits filed as inhibitors | 0.17% of 330,000 active;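 note: potency is the fitted concentration of half-maximal effect; 0% = uninhibited 1x PFK enzyme wells and -100% = no-enzyme wells; nearly all actives have a fitted effect of over 60% in size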
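Activity is normalized to no-enzyme wells (full inhibition) and 1.25 nM enzyme wells (no inhibition). Reaction: 0.5 mM F6P, 0.1 mM ATP, 45 min RT, ADP-Glo luminescence; concentration-response curves fitted and classed by quality.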
Active calls of the source: *; ? = inconclusive; · = not tested or not shown; [ ] = remark or other dose. Unless noted, calls come from the whole dose curve; as a rule, active = well fitted curve in the direction sought with a large enough effect; inconclusive = small, poorly fitted or top-dose-only effect, or another doubt; inactive = no such curve, though single readings can be large; an effect the other way counts as inactive or inconclusive. No enrichment for hits; about 15% have a hit in one of these screens.

entry	SMILES	Gal4-VP16 FLuc	BRCA1 expr act	TRPV1 ag	ELG1 repair inh	NPC1 promoter act	p53 reactivation	FLuc counter	RORgamma inh	ELG1 genotox	Tb PFK block	Rab9 promoter act
1	O=C1NC(=O)/C(=C/c2ccc(-c3cc(C(=O)O)ccc3Cl)o2)S1	-10%	-1%	-1	1%	-1%	-2%	-22%	28%	0%	-2%	-1%
2	CC(=O)C1(C)N(O)C(C)(C)C(c2ccco2)=[N+]1[O-] (centres undefined)	-5%	3%	-1	-4%	-1%	7%	0%	-21%	2%	-1%	9%
3	COc1ccc(N2CCN(C(=O)c3cc(-c4cc(OC)ccc4OC)nc4ccccc34)CC2)cc1	·	-60%	-3	7.3µM*	-4%	·	1%	·	-15%	1%	-2%
4	CC1CN(c2ccc(NC(=S)NNCCC#N)cc2)CC(C)O1 (centres undefined)	-3%	2%	-1	-14%	-4%	0%	-1%	-3%	-6%	-3%	1%
5	Cc1ccc(C(=O)Cn2nnc(-c3ccccc3)n2)cc1	0%	15%	?	14%	2%	5%	19µM*	34%	-1%	-2%	20%
6	CC1CCC(NC(=O)c2nn(C)c3c2CSc2ccccc2-3)CC1 (centres undefined)	-4%	76%	4	?	18%	9%	?	-5%	10%	-2%	13%
7	COc1ccc(OC)c(S(=O)(=O)N2CCC(C(=O)NCCc3ccc(OC)c(OC)c3)CC2)c1	1%[0.365 µM]	-28%	-6	-13%	6%	-10%	0%	?	-16%	9%	-9%
8	O=c1[nH]ncc2c3ccccc3n(Cc3cccc(Cl)c3)c12	-7%	-31%	24	-19%	-6%	2%	-9%	-2%	-3%	0%	-7%
9	CC(NC(=O)CCNC(=O)c1ccc(C(C)(C)C)cc1)c1ccccc1 (centres undefined)	·	-17%	·	-10%	·	11%	·	·	-3%	?	·
10	CCn1c(CSc2nc(C)cc(C)n2)nnc1SCC(=O)N1CCCc2ccccc21	3%	0%	-1	-2%	2%	3%	2%	21%	-4%	27%	6%
11	COc1ccc([N+](=O)[O-])cc1N(CC(=O)NC1CCCCC1)S(C)(=O)=O	1%[10 µM]	-5%	0	2%	0%	-3%	1%	-9%	0%	3%	1%
12	C=CC[C@@H](CC(=O)NCCO)C(=O)N[C@@H](COC(=O)[C@@H](CC=C)Cc1ccc(F)cc1)Cc1c[nH]c2ccccc12	·	-33%	·	3%	·	-2%	·	·	-3%	1%	·
13	COc1ccc2[nH]c(C(=O)N(Cc3ccccn3)Cc3ccccn3)cc2c1	4%	-16%	20	1%	-3%	-5%	-16%	-8%	2%	-2%	-1%
14	CCN(Cc1ccccc1)C(=O)Cn1cnc2c1c(=O)n(C)c(=O)n2C	-9%	4%	3	-4%	1%	-4%	8%	22%	-3%	0%	-5%
15	CC(C)OC(=O)CSc1nc(-c2ccc(F)cc2)nc2ccc(F)cc12	2%	11%	·	5%	0%	5%	5%	-13%	4%	0%	-1%
16	Cn1c(Cn2cnc3ccccc32)nc2ccccc21	?	-23%	-2	-28%	-1%	-2%	6%	12%	-2%	-1%	0%
17	O=C(O)COc1ccc(/C=C2\SC(=Nc3ccccc3)N(c3ccccc3)C2=O)cc1	-2%	-5%	2	1%	-1%	2%	?	7%	4%	-5%	-1%
18	O=C1Nc2ccc(Br)cc2/C1=C/C(=O)c1ccc2c(c1)OCO2	?	-64%	15	0%	-2%	-14%	?	11µM*	13%	-7%	14%
19	CCN(CC)CCCNC(=O)c1cn(CC)c2ccc(S(=O)(=O)N(C)C3CCCCC3)cc2c1=O	-5%	-9%	-1	22%	-2%	-1%	1%	3%	3%	0%	0%
20	Nc1nc(SCC(=O)Nc2cccc(F)c2)n[nH]1	·	3%	·	?	·	2%	·	·	2%	0%	·
21	O=C(Nc1ccc(Cl)cc1)Nc1nnc(SCc2ccc(Cl)cc2)s1	-1%	11%	1	-23%	-1%	3%	4%	23%	-1%	1%	-13%
22	O=C(c1cc(C2CC2)on1)N1CCCC(N2CCN(c3cccc(C(F)(F)F)c3)CC2)C1 (centres undefined)	-10%	-14%	14	?	2%	-5%	3%	0%	-16%	2%	-5%
23	CCOc1ccc(NC(=O)c2nn(-c3ccc(OC)cc3OC)c(=O)c3ccccc23)cc1	13%	·	-1	9%	-13%	-1%	0%	1%	8%	1%	-2%
24	Cc1cccc(CSc2nnc(NC(=O)c3ccco3)s2)c1	-6%	35%	0	1%	-1%	9%	?	-7%	0%	1%	-1%
25	C=C1c2cccc(OC)c2O[C@H](C(=O)OCC)[C@@H]1CC(CC)CCCC (some centres undefined)	?	-13%	·	2%	·	1%	·	40%	-2%	3%	·
26	Cc1c([N+](=O)[O-])c([N+](=O)[O-])nn1CC(=O)NCc1cccnc1	1%	0%	0	0%	0%	3%	-1%	-23%	0%	-11%	-7%
27	CC(NC(=O)C(C)N1C(=O)c2ccccc2C1=O)c1ccccc1 (centres undefined)	-4%	-7%	-1	4%	-3%	·	-2%	21%	3%	1%	-2%
28	CCOC(=O)Nc1ccc2ncn(C)c(=O)c2c1	-8%	-11%	-3	15%	-3%	3%	3%	-4%	7%	0%	1%
29	Cc1cc(NS(=O)(=O)c2ccc(NC(=O)C(c3ccccc3)c3ccccc3)cc2)no1	8%	0%	-2	7%	1%	-1%	3%	-5%	-1%	-1%	0%
30	Cc1ccc(C)c(NC(=O)CN(C)C(=O)[C@@H](NC(N)=O)C(C)C)c1	9%	-6%	-2	?	4%	1%	-2%	0%	-1%	-1%	1%
31	C=CCN(CC=C)c1cnn(-c2nc3ccccc3[nH]2)c(=O)c1Cl	-3%	?	-3	?	2µM*	27%	6µM*	20%	?	-3%	0.71µM*
32	COc1ccc(S(=O)(=O)Nc2ccccc2C(=O)NC(C)C)cc1OC	0%	7%	2	-4%	1%	-2%	1%	-10%	0%	-5%	-4%
33	CSc1ccc(C#N)cc1NC(=O)c1ccc(Cl)cc1Cl	-1%	-22%	3	10%	-3%	6%	2%	?	3%	4%	25%
34	CN(CC(=O)Nc1ccccc1Cl)C(=O)c1ccc(COc2ccccc2)cc1	·	31%	-1	1%	2%	8%	?	·	-8%	-19%	15%
35	C[C@H](CO)N1C[C@H](C)[C@@H](CN(C)Cc2ccc(C(=O)O)cc2)Oc2c(NS(=O)(=O)c3ccccc3)cccc2C1=O	·	0%	·	?	·	-2%	·	·	-1%	2%	·
36	CCN(CC(=O)NCCCN1CCOCC1)S(=O)(=O)c1ccc(F)cc1	-2%	-3%	0	3%	-7%	-4%	3%	4%	-2%	1%	1%
37	Cc1ccc(-c2nnn(CC(=O)N(c3cccc(F)c3)C(C(=O)NC3CCCC3)c3ccco3)n2)o1 (centres undefined)	0%	1%	7	?	-2%	-4%	3%	2%	8%	0%	-1%
38	COc1ccc(S(=O)(=O)N2CCC(C(=O)NCc3cccs3)CC2)cc1	-2%	8%	0	-10%	2%	0%	2%	23%	-2%	3%	-14%
39	Cn1cnnc1SCC(=O)NCc1cccc(C(F)(F)F)c1	-4%[0.365 µM]	62%	-4	?	9%	9%	-3%	-39%	19%	4%	12%
40	Cc1cc(C)c2nc(SC3CCOC3=O)cc(C)c2c1 (centres undefined)	-1%	-16%	-1	6%	-1%	17%	-8%	-44%	-1%	7%	-3%
41	FC(F)(F)c1cccc(Sc2cc(C(F)(F)F)nc(-c3ccccn3)n2)c1	-6%	-55%	0	?	-1%	0%	-4%	15%	-10%	0%	-2%
42	COc1cccc(S(=O)(=O)Nc2cccnc2)c1	-1%	-14%	0	7%	-1%	1%	2%	9%	-7%	1%	1%
43	CCOC(=O)c1c(C)[nH]c(C(=O)CN2C(=O)C(=O)N(CC(C)C)C2=O)c1C	-7%	38%	-2	-17%	-1%	-1%	-2%	0%	-1%	4%	-1%
44	CNC(=O)Nc1cc(NC(=O)NC)cc(C(F)(F)F)c1	-15%	-32%	-1	-1%	1%	1%	-4%	4%	0%	-6%	-1%
45	CCc1cccc(CC)c1NC(=O)c1ccccc1CCc1ccccc1	-3%	-28%	13	-1%	-1%	-20%	1%	-14%	0%	-2%	9%
46	CCOC(=O)C1CCN(Cc2coc3ccc(Cl)cc3c2=O)CC1	-5%	2%	1	6%	-2%	-2%	1%	-34%	2%	-1%	0%

Whole records from above. Screens in order: Gal4-VP16 FLuc, BRCA1 expr act, TRPV1 ag, ELG1 repair inh, NPC1 promoter act, p53 reactivation, FLuc counter, RORgamma inh, ELG1 genotox, Tb PFK block, Rab9 promoter act
CNC(=O)Nc1cc(NC(=O)NC)cc(C(F)(F)F)c1 is listed as -15%, -32%, -1, -1%, 1%, 1%, -4%, 4%, 0%, -6%, -1%
CC1CN(c2ccc(NC(=S)NNCCC#N)cc2)CC(C)O1 (centres undefined) is listed as -3%, 2%, -1, -14%, -4%, 0%, -1%, -3%, -6%, -3%, 1%
